# aSyn yeast rescue: qHTS of alpha-syn Inhibitors: NCGC Sytravon Library Screen. S. cerevisiae alpha-synuclein toxicity rescue, BacTiter-Glo growth, 24 h. Potency, µM (top dose mostly 46.1 µM), for inactives: top-dose growth rescue (activation), hits mostly activators. 94,000 compounds, 0.02% hits; active means well fitted activation curve with a large enough effect; further: 0% is about no effect
#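 Growth restoration measured by BacTiter-Glo luminescence after 24 hr at 30 deg C; alpha-synuclein yeast, raffinose-pregrown to mid-log, were added at OD600=0.02 in galactose medium onto pinned compounds.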
# Active calls of the source: *; [ ] = dose if it differs, or a comment. Potency means the concentration at half of the fitted maximal effect. Some of the compounds tested, so the mix of outcomes need not match the whole.
SMILES,aSyn yeast rescue
COc1ccc(OC)c(NC(=O)[C@H](Cc2ccccc2)N2Cc3ccccc3C2=O)c1,6%
CCN(Cc1ccccc1)C(=O)CCS(=O)(=O)c1ccc2c(c1)n(C)c(=O)c(=O)n2C,-5%
CN(C)c1ccc(C(=O)Nc2ccc(-c3nc4ccccc4o3)cc2)cc1,-7%
Cc1ccc(-c2onc3ccc(C4OCCO4)cc23)cc1,11%
Cc1ccc(NC(=O)C2CCCN2c2nn3c(=O)cc(C)nc3s2)cc1 (stereo unspecified),12%
Cc1ccc(NC(=O)c2ccc(COc3ccccc3Cl)o2)cc1,-10%
CCn1ncc([N+](=O)[O-])c1C(=O)N1CCc2ccccc2C1,2%
O=c1n(Cc2ccc(F)cc2)nc2n1-c1cc(Cl)ccc1OC2,6%
OCn1c2ccccc2c2ccccc21,7%
O=S(=O)(NCc1nc2cccnc2n1Cc1ccc(F)cc1)c1ccc2c(c1)CCCC2,3%
Cc1cc2ccccc2n1CCNC(=O)c1ccc(F)cc1,5%
CCOc1ccc(NC(=O)CSc2cc(C)c3ccccc3n2)cc1,6%
Cc1nc(NC(=O)c2c(-c3ccccc3)c(-c3ccccc3)nn(C)c2=O)sc1C,-9%
NC(=O)c1nc(Nc2ccccc2)sc1NC(=O)c1ccccc1Br,5%
CC(C)C1(C(C)C)OC(=O)c2ccccc21,-9%
NC(=O)C1CCN(C(=O)CCc2ccsc2)CC1,-5%
O=C(CSc1nc2c([nH]c3ccccc32)c(=O)n1-c1ccccc1)N1CCCCCC1,-1%
O=[N+]([O-])c1ccc2cn(C3OC(CO)C(O)C3O)nc2c1 (stereo unspecified),-7%
CCOC(=O)C(CC)N1CCN(Cc2ccc(F)cc2)C(=O)C1=O (stereo unspecified),-2%
O=C(O)CSc1nc2ccccc2nc1N1CCCCC1,4%
CCN1CCN(c2cc(C)c3cc(NC(=S)NCCCN4CCc5ccccc5C4)ccc3n2)CC1,1%
CCN(CC)S(=O)(=O)c1ccc2c(c1)N(CC(=O)Nc1c(C)cc(C)cc1C)C(=O)C1CCCN21 (stereo unspecified),-3%
COc1cc2c(cc1OC)C(COc1ccccc1OC)N(C(=O)c1ccc(S(=O)(=O)N(C)C)cc1)CC2 (stereo unspecified),-2%
CCn1cc(C(=O)N2CCN(c3cccc(Cl)c3)CC2)c(=O)c2cc(S(=O)(=O)N3CCC(C)CC3)ccc21,-2%

# Copied from the list:
# Entry for NC(=O)c1nc(Nc2ccccc2)sc1NC(=O)c1ccccc1Br in aSyn yeast rescue: 5%
# Entry for Cc1nc(NC(=O)c2c(-c3ccccc3)c(-c3ccccc3)nn(C)c2=O)sc1C in aSyn yeast rescue: -9%
# Entry for NC(=O)C1CCN(C(=O)CCc2ccsc2)CC1 in aSyn yeast rescue: -5%
# Entry for CC(C)C1(C(C)C)OC(=O)c2ccccc21 in aSyn yeast rescue: -9%
# Entry for CCN1CCN(c2cc(C)c3cc(NC(=S)NCCCN4CCc5ccccc5C4)ccc3n2)CC1 in aSyn yeast rescue: 1%
# Entry for CCn1cc(C(=O)N2CCN(c3cccc(Cl)c3)CC2)c(=O)c2cc(S(=O)(=O)N3CCC(C)CC3)ccc21 in aSyn yeast rescue: -2%
# Entry for O=C(O)CSc1nc2ccccc2nc1N1CCCCC1 in aSyn yeast rescue: 4%

# More records:
SMILES,aSyn yeast rescue
NNC(=O)c1ccc(CSc2cccc3cccnc23)cc1,-4%
COc1ccc(S(=O)(=O)N(CC(=O)Nc2ccc(OC)cc2OC)c2ccc(Cl)cc2)cc1,8%
COc1cccc2cc(C(=O)NCc3ccc(C)cc3)c(=O)oc12,5%
CCN(CCCNC(=O)CSc1cc(=O)n(CC)c2ccccc12)c1ccccc1,-3%
COc1ccc(C(=O)OCC(=O)NCC2CCCCC2)c(OC)c1,-6%
CCOC(=O)c1cc(C)n(CC2CCC(C(=O)Nc3ccc(C)c(F)c3)CC2)c1C (stereo unspecified),-3%
O=C(NCCc1ccccc1)C1CCC(CNS(=O)(=O)c2ccccc2)CC1 (stereo unspecified),-7%
COc1ccc(N(CC(=O)N2CCCCC2)S(=O)(=O)c2ccc(OC)c(OC)c2)cc1,1%
COc1ccc(Nc2sc(C(=O)c3ccccc3)c(N)c2C(=O)Nc2cc(C)ccc2C)c(OC)c1,9%
Fc1ccc(-n2cc(-c3ccccc3)c3c(NC4CCCCC4)ncnc32)cc1,-10%
CCn1cc(/C=C(\NC(=O)c2ccccc2Cl)C(=O)NCCCn2ccnc2)c2ccccc21,-8%
COc1ccc(CN(C)C[C@H]2OCc3cnnn3CCCC(=O)N([C@H](C)CO)C[C@@H]2C)cc1,-3%
COc1cccc(Cn2c(Oc3cc(C)cc(C)c3)nc3c2c(=O)n(C)c(=O)n3C)c1,4%
COC(=O)C1=C(C)NC(=O)NC1c1cn(-c2ccccc2)nc1-c1ccc(OC)c(Br)c1 (stereo unspecified),8%
Nc1cc(S(=O)(=O)c2ccc(N3CCCCC3)c(N)c2)ccc1N1CCCCC1,7%
Cc1ccc(-c2onc(C)c2C)cc1S(=O)(=O)N1CCOc2ccc(Cl)cc21,-2%
CCCCNC(=O)CN1CCN(c2ncc(NC(=O)c3ccc(Cl)cc3)cc2C(=O)O)CC1,-3%
CCN(CC(=O)Nc1ccc(OC)cc1)C(=O)c1cccc(S(=O)(=O)N2CCN(c3ccccc3)CC2)c1,-11%
Cc1cccc(OCc2nc(CC(=O)Nc3ccc(Cl)cc3)cs2)c1,-6%
Cc1ccc(NC(=O)Cn2c(=O)oc3ccccc32)cc1Cl,3%
O=C(NNC(=O)c1ccccc1Cl)c1cccnc1,2%
O=C(COc1coc(CN2CCN(c3ccccc3F)CC2)cc1=O)Nc1ccccc1,0%
CCN(CC)c1nn2c(=O)c(C(=O)NCc3cccc(C)c3)cnc2s1,-8%
CCC(=O)N1c2ccc(S(=O)(=O)CCC(=O)N3CCN(c4cc(C)ccc4C)CC3)cc2CC1C (stereo unspecified),2%
CCn1c(=O)c(=O)n(CC)c2cc(S(=O)(=O)N3CCc4ccccc43)ccc21,-45%[inhibitor]
Cc1ccc(NC(=O)c2nc(-c3ccncc3)no2)c(Cl)c1,-12%
COc1cc(NC2c3ccccc3C(=O)N2c2cc(C)ccn2)cc(OC)c1OC (stereo unspecified),5%
O=C(NNc1cc(Cl)ccc1Cl)c1c(F)cccc1Cl,9%
COc1cccc(NC(=O)c2nnn(Cc3cccc(C(F)(F)F)c3)c2N)c1,1%
Cc1cc(C)n2nc(SCC(=O)c3cc(C)n(CC4CCCO4)c3C)nc2n1 (stereo unspecified),1%
O=C(COC(=O)C1CC1)Nc1ncc(Cl)cc1Cl,-2%
COc1ccc(NC(=S)N2CCC3CC2c2c(Cl)cccc23)c(OC)c1 (stereo unspecified),-16%
N#Cc1nc(-c2ccc(COc3ccc(Cl)cc3)o2)oc1N1CCC(C(N)=O)CC1,-1%
CC1CCN(S(=O)(=O)c2nnc(NC(=O)c3cccc(F)c3)s2)CC1,-3%
O=C(CSc1nc(-c2ccco2)cc(C(F)(F)F)n1)NC1CCCC1,-1%
O=C(O)CC(NC(=O)Cc1ccccc1)c1cc([N+](=O)[O-])ccc1Cl (stereo unspecified),2%
N#Cc1ccc(-n2nnc3ccccc3c2=O)c([N+](=O)[O-])c1,12%
CC(NC(=O)C1CCN(C(=O)N2CCOc3ccccc32)CC1)c1ccccc1 (stereo unspecified),2%
CCCCC(=O)NC(c1ccccc1Cl)c1c(O)ccc2ccccc12 (stereo unspecified),-14%
COc1ccc(F)cc1S(=O)(=O)NCCc1c(C)[nH]c2c(Cl)cccc12,9%
CC(C)C(=O)NCCSc1c[nH]c2ccccc12,1%
COc1cccc(Cc2nc3ccccc3nc2SCC(=O)Nc2cc(OC)ccc2OC)c1,2%
COc1ccc(S(=O)(=O)c2cn(CC(=O)Nc3cc(C)ccc3C)c3ccccc3c2=O)cc1,-5%
Cc1oc(-c2ccccc2F)nc1CSCC(=O)NCCc1ccccc1,9%
CC(=O)Nc1cc(-c2nc3ccccc3s2)ccc1C,-26%
Cc1cc(NC(=O)C2CCCN(S(=O)(=O)c3cccc4nonc34)C2)ccc1Br (stereo unspecified),0%
CCOC(=O)c1c(NC(=O)c2cc3nc(-c4ccccc4)cc(C(F)(F)F)n3n2)sc2c1CCC(C)C2 (stereo unspecified),3%
CCCOc1ccc(C2C(C(=O)/C=C/c3ccco3)=C(O)C(=O)N2CCN2CCOCC2)cc1OC (stereo unspecified),8%

# An excerpt of these results, with tabs:
canonical_smiles	aSyn yeast rescue
N#Cc1ccc(-n2nnc3ccccc3c2=O)c([N+](=O)[O-])c1	12%
CCCCC(=O)NC(c1ccccc1Cl)c1c(O)ccc2ccccc12 (stereo unspecified)	-14%
Cc1cc(NC(=O)C2CCCN(S(=O)(=O)c3cccc4nonc34)C2)ccc1Br (stereo unspecified)	0%
COc1ccc(F)cc1S(=O)(=O)NCCc1c(C)[nH]c2c(Cl)cccc12	9%

# The main list resumes with the 2 entries that preceded the break.
SMILES,aSyn yeast rescue
CCOC(=O)c1c(NC(=O)c2cc3nc(-c4ccccc4)cc(C(F)(F)F)n3n2)sc2c1CCC(C)C2 (stereo unspecified),3%
CCCOc1ccc(C2C(C(=O)/C=C/c3ccco3)=C(O)C(=O)N2CCN2CCOCC2)cc1OC (stereo unspecified),8%
Cc1nnc(N/N=C/C(C)c2ccccc2)[nH]c1=O (stereo unspecified),10%
CCOCCCNC(=O)C(c1ccc(OC)cc1)N(Cc1ccc2c(c1)OCO2)C(=O)c1ccc(NC(C)=O)cc1 (stereo unspecified),-3%
Cc1ccc(Cl)cc1N1CCN(S(=O)(=O)c2ccc(-c3cnc(C4CC4)o3)cc2)CC1,5%
CCOCCCNC(=O)Cn1nc(C)n2c(cc3cc(C)ccc32)c1=O,-6%
CC(=O)Nc1ccc(OCCOc2ccc([N+](=O)[O-])cc2)cc1,-11%
COc1ccc(NC(=O)CSc2cn[nH]n2)c(OC)c1,0%
C=CCNc1nc(C(=O)OCC(=O)c2ccc(Cl)cc2)cs1,9%
COc1ccc(OC)c(CNC(=O)C2CCCCN2S(=O)(=O)c2ccc(F)cc2)c1 (stereo unspecified),-5%
CCN(c1cccc(C)c1)S(=O)(=O)c1nnc(NC(=O)c2cccs2)s1,-19%
CN1OC[C@@H]2CN(C(=O)C(C)(C)C)[C@H](c3ccc(-c4cc5ccccc5o4)cc3)C[C@@H]21,-3%
CCOc1ccccc1NC(=O)C(=O)NCCc1sc2nc(-c3ccc(OC)cc3)nn2c1C,0%
Nc1ccc(C2(c3ccc(N)cc3)c3ccccc3C(=O)c3ccccc32)cc1,-5%
COc1ccc(CN(C)C(=O)CCNS(=O)(=O)c2ccccc2)c(OC)c1,-5%
O=C(NNC(=O)c1cc(-c2ccccc2Cl)nc2ccccc12)c1csc(N2CCOCC2)n1,-1%
Cc1ccc(-n2ncc(C(=O)NCc3ccc4c(c3)OCO4)c2C2CCN(C(=O)OC(C)(C)C)CC2)cc1C,3%
O=S(=O)(c1cccnc1)N1CCCC(Nc2ccc(F)c(F)c2)C1 (stereo unspecified),1%
CCOc1ccc(S(=O)(=O)N2CCC(C(=O)NC3CC3)CC2)cc1Cl,1%
COc1ccc(-c2noc(N3CCC(C(=O)Nc4ccc(C)c(F)c4)CC3)n2)cc1OC,-2%
CCOC(=O)Cn1c(=O)oc2cc(S(=O)(=O)N3CCN(c4ccccc4OC)CC3)ccc21,9%
COc1cc(/C=C(/NC(C)=O)C(=O)O)cc(Cl)c1OCc1ccc(Br)cc1,7%
Cn1c(C(=O)NCc2ccc(Cl)cc2)cc2c(=O)n(C)c3ccccc3c21,-2%
O=C(Nc1ccccc1N1CCCCC1)C1CCN(S(=O)(=O)c2cccc(C(F)(F)F)c2)CC1,-6%
CC(C)COc1ccc(C(=O)Nc2scc(-c3ccc(Br)cc3)c2C(=O)OC(C)C)cc1,2%
Cc1ccc2nsnc2c1NC(=O)CCc1ccccc1,3%

# An excerpt of these results, as labelled records.
> O=C(NNC(=O)c1cc(-c2ccccc2Cl)nc2ccccc12)c1csc(N2CCOCC2)n1
  aSyn yeast rescue: -1%

> Cc1ccc(-n2ncc(C(=O)NCc3ccc4c(c3)OCO4)c2C2CCN(C(=O)OC(C)(C)C)CC2)cc1C
  aSyn yeast rescue: 3%

> O=S(=O)(c1cccnc1)N1CCCC(Nc2ccc(F)c(F)c2)C1 (stereo unspecified)
  aSyn yeast rescue: 1%

> CCOc1ccc(S(=O)(=O)N2CCC(C(=O)NC3CC3)CC2)cc1Cl
  aSyn yeast rescue: 1%

# (continued)
SMILES,aSyn yeast rescue
CCOC(=O)c1c(NC(=O)c2cc(-c3ccccc3OC)on2)sc(C)c1C,0%
Cc1ccc(-c2ccc(=O)n(CC(=O)Nc3ccc(C)cc3Cl)n2)cc1,13%
COC(=O)c1c(NC(=O)/C(C#N)=C/c2ccc(OC)cc2)sc2c1C(C(=O)OC)CC2 (stereo unspecified),29%
CCCn1ccc2c(OCC(=O)Nc3ccc(C(F)(F)F)cc3)cccc2c1=O,2%
O=C(O)c1cccc([N+](=O)[O-])c1C(=O)Nc1ccc2ccccc2c1,2%
COc1cc2c(=O)c(S(=O)(=O)c3ccc(C(C)C)cc3)cn(Cc3ccccc3C)c2cc1OC,0%
CCOc1ccccc1CNC(=O)C1=C(C)C(=O)OC12CCN(C(C)=O)CC2,-2%
Cc1cccc(N=Nc2cn[nH]c2-c2ccco2)c1,-3%
COc1ccccc1OCC(=O)N(Cc1nc(-c2ccccc2)no1)C(C)C,-5%
CCc1nn(Cc2ccc(Cl)cc2)c(=O)c2cc3cc(C)ccc3n12,3%
COc1ccc(CCNC(=O)CC(c2ccccc2)c2cccc(C)c2O)cc1OC (stereo unspecified),3%
O=C(CNS(=O)(=O)c1ccc(F)c(Cl)c1)N1CCCCCC1,6%
Cc1ccc(OCC(=O)OCc2cc(=O)n3nc(C4CC4)sc3n2)cc1,0%
COCCNC(=O)/C(C#N)=C/c1c(F)cccc1Cl,-12%
COc1ccccc1NC(=O)c1cc(Cl)nc2ccccc12,-4%
COc1cccc(CNC(=O)Cn2cc3c(n2)-c2c(oc(C(=O)N4CCCC4)c2C)CC3)c1,6%
CCOc1ccc(NC(=O)CN(C)C(=O)CC(NC(=O)c2ccccc2)c2ccccc2)cc1OCC (stereo unspecified),0%
CSc1nc(N)c(C(=O)NC2CCCCC2)s1,6%

# High-throughput results from PubChem.
